Dicer processing: human Dicer pre-microRNA cleavage inhibition | hit rate 6% among 47,000 | Q9UPY3 | AID 1347074 | cat-ELCCA pre-miR-21 Dicer processing, chemiluminescence; active compounds read high | z-score at 25 µM; in the data active means z-score above about 3, passing the limit was not always enough;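 further: plate controls were vehicle for no effect and no enzyme for full effect; higher signal means more uncleaved substrate so more Dicer inhibition; strong numbers were not always called active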
Target sequence (Q9UPY3 whole entry, looked up): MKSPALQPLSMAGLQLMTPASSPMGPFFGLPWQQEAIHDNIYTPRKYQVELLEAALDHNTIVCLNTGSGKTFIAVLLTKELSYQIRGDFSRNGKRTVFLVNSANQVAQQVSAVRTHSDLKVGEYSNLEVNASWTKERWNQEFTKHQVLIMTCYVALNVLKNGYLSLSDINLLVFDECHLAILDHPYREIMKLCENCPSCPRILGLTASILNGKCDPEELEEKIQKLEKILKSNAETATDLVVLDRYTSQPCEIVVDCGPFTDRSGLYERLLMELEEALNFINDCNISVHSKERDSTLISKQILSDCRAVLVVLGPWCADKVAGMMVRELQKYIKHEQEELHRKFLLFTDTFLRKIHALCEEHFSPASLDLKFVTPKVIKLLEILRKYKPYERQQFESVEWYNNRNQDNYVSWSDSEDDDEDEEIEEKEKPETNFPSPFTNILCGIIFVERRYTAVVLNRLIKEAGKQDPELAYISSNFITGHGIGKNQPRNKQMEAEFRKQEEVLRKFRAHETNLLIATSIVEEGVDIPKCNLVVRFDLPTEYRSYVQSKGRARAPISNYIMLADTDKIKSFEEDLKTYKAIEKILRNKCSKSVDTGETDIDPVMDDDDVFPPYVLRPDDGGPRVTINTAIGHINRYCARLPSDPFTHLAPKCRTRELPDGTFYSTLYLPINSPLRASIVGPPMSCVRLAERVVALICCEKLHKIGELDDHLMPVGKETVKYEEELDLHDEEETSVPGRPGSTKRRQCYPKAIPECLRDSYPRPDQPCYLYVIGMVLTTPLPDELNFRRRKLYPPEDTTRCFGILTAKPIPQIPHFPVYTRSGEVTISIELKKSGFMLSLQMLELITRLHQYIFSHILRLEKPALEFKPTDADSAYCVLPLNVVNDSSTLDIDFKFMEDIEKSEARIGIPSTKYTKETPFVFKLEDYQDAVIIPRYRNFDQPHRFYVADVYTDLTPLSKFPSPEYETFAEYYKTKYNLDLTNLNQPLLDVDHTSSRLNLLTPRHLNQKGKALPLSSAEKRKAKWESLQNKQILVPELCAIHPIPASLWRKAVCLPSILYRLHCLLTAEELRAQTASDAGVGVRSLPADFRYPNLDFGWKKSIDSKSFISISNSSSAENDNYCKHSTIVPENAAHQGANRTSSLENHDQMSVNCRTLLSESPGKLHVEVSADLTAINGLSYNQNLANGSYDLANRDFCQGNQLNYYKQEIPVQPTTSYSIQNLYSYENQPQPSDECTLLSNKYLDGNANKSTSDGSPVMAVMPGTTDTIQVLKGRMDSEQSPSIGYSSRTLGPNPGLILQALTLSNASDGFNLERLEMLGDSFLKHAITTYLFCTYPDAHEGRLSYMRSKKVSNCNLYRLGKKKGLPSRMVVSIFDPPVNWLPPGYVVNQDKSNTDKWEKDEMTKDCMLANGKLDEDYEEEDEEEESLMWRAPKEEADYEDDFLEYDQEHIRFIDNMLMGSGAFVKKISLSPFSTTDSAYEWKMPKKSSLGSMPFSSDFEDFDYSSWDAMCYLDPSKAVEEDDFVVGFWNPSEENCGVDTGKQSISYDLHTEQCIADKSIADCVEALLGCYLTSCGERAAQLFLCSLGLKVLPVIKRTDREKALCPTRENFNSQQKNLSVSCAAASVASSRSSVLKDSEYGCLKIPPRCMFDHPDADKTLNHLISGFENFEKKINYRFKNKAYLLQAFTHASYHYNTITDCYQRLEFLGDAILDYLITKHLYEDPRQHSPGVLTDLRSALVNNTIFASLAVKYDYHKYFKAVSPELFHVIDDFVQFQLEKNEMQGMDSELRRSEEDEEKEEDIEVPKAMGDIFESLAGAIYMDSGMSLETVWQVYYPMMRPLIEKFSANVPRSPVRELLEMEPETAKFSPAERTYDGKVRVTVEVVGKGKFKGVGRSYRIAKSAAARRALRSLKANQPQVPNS
* = called active by the depositor. The list is partial; the hit share may differ from the screen's.

SMILES	Dicer processing
CCOc1cc(CNCc2cccnc2)cc(Cl)c1OCc1cccs1	-0.51
CCOC(=O)c1ccc(-c2ccc(C3NC(=O)c4c(sc5c4CCN(C)C5)N3)o2)cc1 (configuration not stated)	-0.04
CCOC(=O)c1cnc2c(F)ccc(F)c2c1Oc1cncc(Cl)c1	0.07
Cc1ccccc1C1Sc2ccccc2N=C2c3ccccc3SCC21 (configuration not stated)	0.41
N#C/C(=C\c1cccs1)S(=O)(=O)c1cccs1	-0.59
Cc1ccc(/C(O)=C2\C(=O)C(=O)N(CCN3CCOCC3)C2c2ccncc2)cc1 (configuration not stated)	-2.8
CC1=CC2(C)C3C(=O)N(c4cc(Cl)cc(Cl)c4)C(=O)C3C1C1C(=O)N(c3cc(Cl)cc(Cl)c3)C(=O)C12 (configuration not stated)	1.3
Cn1c2c(c(=O)n(C)c1=O)CN(Cc1ccco1)CN2	-1.3
CCOC(=O)CSc1nc2cc(Cl)ccc2s1	0.3
C/S(=N/C(=O)Nc1ccc(OC(F)(F)F)cc1)c1ccc(OC(=O)c2ccc(Cl)cc2)cc1 (configuration not stated)	-0.24
Fc1ccccc1Nc1ncnc2c1nnn2Cc1ccccc1	-0.82
FC(F)(F)c1cc(Cl)c2nc(-c3ccccc3)cn2c1	0.58
CCC(C)Cn1c(Sc2ncc([N+](=O)[O-])s2)n[nH]c1=O (configuration not stated)	-0.76
O=C(COC(=O)c1cccc(S(=O)(=O)N2CCSCC2)c1)c1ccccc1	1
COc1ccc(C2C(C#N)=C(N)Oc3n[nH]c(C)c32)cc1CSc1ccccn1 (configuration not stated)	-8.1
CCOc1ccc(C2C3=C(CC(C)(C)CC3=O)Nc3nc(-c4ccc(OC)cc4)nn32)cc1 (configuration not stated)	0.71
Cn1nccc1NS(=O)(=O)c1ccc(F)cc1Cl	-1.1
Cc1ccc2c(c1)C(C)(C)C1(/C=C/c3ccc(Br)cc3)NC(=O)CN21 (configuration not stated)	-0.67
Cc1[nH]nc(-c2ccc(O)c(C)c2O)c1Oc1ccccc1	3.1*
O=C(Nc1cc(C(F)(F)F)cc(C(F)(F)F)c1)Nc1sccc1Cl	0.66
O=S(=O)(Nc1nnc(C2CC2)s1)c1ccccc1	-0.92
CCOC(=O)c1c(C)nn(-c2ccc(NC(=O)c3snnc3C)cc2)c1C	1.1
COc1ccc(C(=O)Oc2cccc3cccnc23)cc1OC	2.1
CCCOc1ccc(C2c3c(oc4cc(C)c(C)cc4c3=O)C(=O)N2CCCN2CCOCC2)cc1 (configuration not stated)	0.61
O=C(c1cc2n(n1)C(C(F)(F)F)CC(c1ccc(Cl)cc1)N2)N1CCOCC1 (configuration not stated)	0.29
O=C(Nc1ccccc1)c1nnc(-c2ccccc2)o1	-1.3
COC(=O)C1C(=O)CC(C)(O)C(C(=O)OC)C1c1ccc(Cl)cc1 (configuration not stated)	-0.75
COc1cc(/C=N/N=C/c2ccccc2O)cc(OC)c1OC	7.4*
Cc1onc(-c2ccccc2)c1C(=O)N1CCCN(C(=O)c2c(-c3ccccc3)noc2C)CC1	-0.52
O=S1(=O)CC2=C(SCC/C2=N\Nc2c(Cl)cc(Cl)cc2Cl)c2cc(Cl)ccc21	0.86
CCSC1=C(C#N)C(c2ccccc2C)C(C(=O)OC)C(=O)N1 (configuration not stated)	-0.66
Cc1nc(C23CC4CC(CC(C4)C2)C3)c(C)s1	-0.11
Cc1ccn2cc(-c3ccc(Br)cc3)nc2c1	2.8
COc1cccc(OC)c1C(=O)NC(=O)Nc1cc(C(F)(F)F)cc(C(F)(F)F)c1	-0.49
CCOC(=O)C1CCN(C(=O)N2c3ccccc3Sc3ccccc32)CC1	4.8*
N#Cc1c(-c2cccs2)cc(-c2ccccc2)[nH]c1=S	1.1
CC(C)c1ccc(OCCCCN2CCCC2)cc1	-1.1
O=C(c1ccncc1)N1CCN(Cc2ccc3c(c2)OCO3)CC1	0.43
Cc1cc(C)n2c(SCc3ccccc3)nnc2n1	0.55
N#CC1=C(N)Oc2cc(O)ccc2C1c1cccc(Br)c1 (configuration not stated)	-2.6
COc1ccc2ccccc2c1C1OC(=O)C2(CCCCC2)C(=O)C1(C)C (configuration not stated)	-0.31
CC(=O)C1C(=O)c2cccc([N+](=O)[O-])c2C1=O (configuration not stated)	-1.2
O=C(O)c1ccc(-c2nc3ccccc3[nH]2)cc1	-0.78
N#Cc1c(SCc2ccc(Cl)cc2)nsc1Nc1ccc(Cl)cc1	3*
CSc1sc(Br)c2c1C(=O)CC(C)(C)C2	-0.04
O=C(Oc1ccc(Cl)c2cccnc12)N1CCOCC1	-1.1
Cc1ccc(NNC(=O)c2c(-c3c(F)cccc3Cl)noc2C)cc1Cl	1.4
COc1cc2ncnc(NC3CCCCC3)c2cc1OC	-0.29
CCOC(=O)c1c[nH]c2ccc(C(F)(F)F)cc2c1=O	-0.83
Cn1nc(C(F)(F)F)c(-c2ccccc2)c1NS(C)(=O)=O	-0.63

Entries from the list above with a nitro group on carbon:
SMILES	Dicer processing
CCC(C)Cn1c(Sc2ncc([N+](=O)[O-])s2)n[nH]c1=O (configuration not stated)	-0.76
CC(=O)C1C(=O)c2cccc([N+](=O)[O-])c2C1=O (configuration not stated)	-1.2

(more compounds)
SMILES	Dicer processing
C=CCN1C(=O)C(O)(CC(=O)c2ccc(-n3cccc3)cc2)c2ccccc21 (configuration not stated)	-0.52
COc1ccc2c(c1)CCCN2C(=O)c1sc2ccccc2c1Cl	-1.1
Nc1ccccc1CCc1ccccc1N	1.8
CCOC(=O)C(=CNc1ccc(Cl)cc1C)C(=O)OCC	-1.6
CCCCOC(=O)CSC1=C(C#N)C(c2ccc(Cl)cc2)CC(=O)N1 (configuration not stated)	1.5
O=C(CSc1nc2ccccc2nc1N1CCOCC1)N1CCCc2ccccc21	3.4*
C#CC(C)(C)NS(=O)(=O)c1ccc(Oc2c(Cl)cccc2[N+](=O)[O-])cc1	-0.69
COc1cccc2c(OC(C)=O)coc12	2.3
CC(=O)Nc1ccc(NC(=O)CC2(CC(=O)O)CCCC2)cc1	0.84
CCCCN1C(=O)NC2C1NC(=O)N2CCCC (configuration not stated)	1
COc1ccc(N2CCN(c3oc(COc4ccccc4F)nc3C#N)CC2)cc1	0.75
CCOC(=O)c1cnn(-c2ncc(C(=O)OC)c(C(F)(F)F)n2)c1C(F)(F)F	0.13
S=c1nc[nH]c2nc[nH]c12	-0.59
CCOC(=O)C(=CNc1ccc(F)cc1)C(=O)OCC	-0.11
COCCOC(=O)C1=C(C)N=C2SCCC(=O)N2C1c1ccc(OC(=O)c2ccco2)cc1 (configuration not stated)	2.1
O=S(=O)(Nc1ccc(Br)cc1)c1ccccc1	1.8
CCOC(=O)c1cc(-c2ccccc2)sc1NC(=O)CSc1nc2ccccc2[nH]1	-1.8
Cc1cc(NC(=O)/C(C#N)=C/N(C)C)no1	-0.01
O=c1[nH]c2ccccc2n1Cc1ccccc1	-1.4
CCCc1nnc(N2C(=O)c3oc4ccc(F)cc4c(=O)c3C2c2ccc(OCC)c(OC)c2)s1 (configuration not stated)	0.19
N#C/C(=N\Nc1ccc(F)cc1)C(=O)c1ccccc1Cl	0.3
COc1cccc(/C=N/NC(=O)C2CCCN(C(=S)NNC3CC4C=CC3C4)CC2)c1O (configuration not stated)	3.7*
CCSc1nc2ccc(NC(=O)c3sc4nc(-c5ccncc5)ccc4c3N)cc2s1	1.2
O=C(NCCCN1CCOCC1)c1ccco1	0.4
COC(=O)CCC(=O)N1CCc2ccccc21	-0.08
Nc1ncnc2nc(SCCN3CCCCC3)[nH]c12	0.61
Cc1ccc(I)c(C(N)=O)c1	-0.65
CC(C)(C)n1nc(C2CC2)cc1NC(=O)Nc1ccccc1	-0.07
CCCCN1Cc2c(n(CC(=O)Nc3ccc(F)cc3)c3cc(-c4ccccc4)nn3c2=O)C1=O	0.04
CCOC(=O)c1c(C)n(C)c2cc(-c3ccc(C)cc3)c(O)cc12	2
C(#Cc1ccccc1)CN1CCCCC1	1.7
Nc1cscc1S(=O)(=O)c1ccccc1	-2.7
Nc1ccc(/C=C/c2ccc(N)cc2S(=O)(=O)O)c(S(=O)(=O)O)c1	1.1
CCOc1ccc(-n2c(O)cnc2Nc2nc(C)cc(C)n2)cc1	1.3
Nc1ccccc1N1C(=O)c2cccc3cccc(c23)C1=O	-1.4
CC(C)c1ccc(NC(=O)Cn2cccc(C(F)(F)F)c2=O)cc1	-1.5
S=C(Nc1cc(-c2cccs2)[nH]n1)Nc1ccccc1Cl	0.94
Cc1ccc2c(c1)NC(c1ccc(N(C)C)cc1)O2 (configuration not stated)	0.72
N#CC(C(=O)C1CC1)=C1SCCS1	-3.9
CNC(=O)C(Sc1nnc(NC(=O)c2ccc(Cl)cc2)s1)C(C)=O (configuration not stated)	0.1
COc1cc(Cl)c(NC(=O)c2cc(Cl)cc(Cl)c2)c(Cl)c1	0.6
NC(=O)C1(N2CCCCC2)CCN(C2CC(=O)N(c3ccccc3Cl)C2=O)CC1 (configuration not stated)	-1.5
O=c1cc(CSc2nc3ccccc3s2)[nH]c2[nH]n(-c3ccccc3)c(=O)c12	0.06
Cc1nc(Nc2nc3ccccc3o2)nc(-c2ccc(Cl)cc2)c1C#N	0.38
COC(=O)c1sc(N2C(=O)c3oc4ccccc4c(=O)c3C2c2cccnc2)nc1C (configuration not stated)	-0.24
Cn1ccc(-c2cccc([N+](=O)[O-])c2)n1	-0.08
CC(C)Nc1c(-c2ccccc2)oc2ccc(C(=O)O)cc2c1=O	-1.3
CCNc1nc(-c2ccccc2)cs1	3.3*
COc1ccc(C(=O)NC2=NCCS2)cc1OC	1
O=C(O)c1c(C(=O)O)c2ccccc2[nH]c1=O	-0.7

(further entries)
SMILES	Dicer processing
COc1cccc(C(=O)C(C#N)=C(SC)SC)c1	-1.3
CC(C)OC(=O)C1C2C=CC3(CN(Cc4cccs4)C(=O)C13)O2 (configuration not stated)	0.13
COc1ccc(CCN2C(=O)C(C)SC2c2cccnc2)cc1 (configuration not stated)	4.2*
O=C1c2ccccc2-c2nc3cc(Cl)ccc3nc21	-0.16
N=C(N)c1ccccc1	0.24
CC(=O)NC(=O)CCSc1ccccc1C(=O)NC(C)=O	-1
C/S(=N/S(=O)(=O)c1ccc(Cl)cc1)c1ccc(OC(=O)c2ccc(Cl)cc2)cc1 (configuration not stated)	0.46
Cc1cccc(Cl)c1Nc1ncnc(N)n1	7.2
CC1(c2ccccc2)CC(C)(C)N(C(=O)CSc2nnc(N)s2)c2ccccc21 (configuration not stated)	0.38
CCCSC1=C(C#N)C(c2ccc(Cl)cc2)CC(=O)N1 (configuration not stated)	1.1
CC1=C(C(=O)OCC2CCCO2)C(c2cc3c(cc2Br)OCO3)C2=C(CCCC2=O)N1 (configuration not stated)	1.3
CC(=O)N/C(=C/c1ccc(C)c(C)c1)C(=O)O	-0.84
COC(=O)CSc1ncnc2sc3c(c12)CCCC3	-0.1
CC(C)(C)C1(O)C(=O)Nc2ccccc21 (configuration not stated)	-0.53
COC(=O)c1ccccc1S1=NS(=O)(=O)c2ccccc21 (configuration not stated)	0.39
CC(C)(C)C(=O)Nc1c(Br)c(C2CC2)nn1-c1ccccc1	-0.95
COc1ccc(CNCc2ccc3c(c2)OCO3)cc1OC	-0.8
CCOC(=O)c1s/c(=N/N=C(C)C)n(C)c1C	-1.7
COC(=O)c1cc(-c2ccc(Cl)cc2)no1	1.9
Cc1ccc2c(n1)CC(C)(C)C/C2=N/O	-0.07
CCOC(=O)c1c(-n2c(C)ccc2C)sc2c1CCCC2	-1.9
CC(=O)O[C@]1(C(C)=O)CCC2C3CCC4=CC(=O)CCC4(C)C3(F)C(O)CC21C (some centres not stated)	-0.51
COc1nc(-c2ccc(Cl)cc2)ccc1-c1noc(-c2cccnc2)n1	0.38
CCc1ccc(C2NC(=O)c3c(sc4c3CCN(C)C4)N2)cc1 (configuration not stated)	-0.94
Cn1c(=O)c2c(ncn2CC(=O)N2CCOCC2)n(C)c1=O	1.4
CN(C1CCCCC1)S(=O)(=O)c1ccc(-c2ccccn2)s1	-1.8
CCCn1c(=O)c(Br)cn(-c2ccccc2C)c1=O	1
COc1ccc(Cn2c(=O)[nH]c3cc(OC)c(OC)cc3c2=O)cc1	-1.4
COc1ccc(Br)c(OC)c1C(=O)NC(=O)Nc1c(C)cc(Br)cc1C	-0.4
CC(=O)OC[C@H](OC(C)=O)[C@H](OC(C)=O)[C@@H](O)[C@H]1SC[C@@H](C(=O)N(C)C)N1C(C)=O	-1.5

Looked up above:
CCCn1c(=O)c(Br)cn(-c2ccccc2C)c1=O in Dicer processing has 1
CC(=O)OC[C@H](OC(C)=O)[C@H](OC(C)=O)[C@@H](O)[C@H]1SC[C@@H](C(=O)N(C)C)N1C(C)=O in Dicer processing has -1.5
COc1nc(-c2ccc(Cl)cc2)ccc1-c1noc(-c2cccnc2)n1 in Dicer processing has 0.38
CC(=O)O[C@]1(C(C)=O)CCC2C3CCC4=CC(=O)CCC4(C)C3(F)C(O)CC21C (some centres not stated) in Dicer processing has -0.51
COc1ccc(Cn2c(=O)[nH]c3cc(OC)c(OC)cc3c2=O)cc1 in Dicer processing has -1.4
CCOC(=O)c1c(-n2c(C)ccc2C)sc2c1CCCC2 in Dicer processing has -1.9
COc1ccc(Br)c(OC)c1C(=O)NC(=O)Nc1c(C)cc(Br)cc1C in Dicer processing has -0.4

6 entries drawn at random from those above:
SMILES	Dicer processing
COC(=O)c1sc(N2C(=O)c3oc4ccccc4c(=O)c3C2c2cccnc2)nc1C (configuration not stated)	-0.24
CCOC(=O)c1c(-n2c(C)ccc2C)sc2c1CCCC2	-1.9
Cc1ccc(NNC(=O)c2c(-c3c(F)cccc3Cl)noc2C)cc1Cl	1.4
COC(=O)CCC(=O)N1CCc2ccccc21	-0.08
CCOC(=O)c1s/c(=N/N=C(C)C)n(C)c1C	-1.7
FC(F)(F)c1cc(Cl)c2nc(-c3ccccc3)cn2c1	0.58

Additional structures.
SMILES	Dicer processing
Fc1cccc(Cl)c1CN1CCN(CCCNc2ncnc3scc(-c4ccccc4)c23)CC1	-0.4
Cc1c(Cc2ccccc2)c(-n2ccnc2C)n2c(nc3ccccc32)c1C#N	2.2
CCCCC#Cc1ccc(C(=O)N/N=C/c2ccc(C(F)(F)F)cc2)o1	-0.83
CCOC(=O)c1nc(Nc2cc(OC)ccc2OC)c2ccccc2n1	0.18
Cc1ccc(S(=O)(=O)N2CCN(S(=O)(=O)c3ccc4ccccc4c3)CC2)cc1	3.4*
CC(=O)OCC12COC(c3ccc(OC(C)=O)cc3)C(C(C)=CC1C)C2C (configuration not stated)	3.4*
